VLA-4_agonist: enhancers of LDV-FITC binding to VLA-4 integrin, primary screen, Jurkat cells, flow cytometry | activation, % at 10 µM (by protocol) | 24,000 tested, under 10 active | Integrin alpha-4 (Homo sapiens), P13612;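 active means fluorescent ligand binding to cells raised by more than 40% of the manganese-induced maximum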;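 further: 0% = ligand binding without compound and 100% = manganese-stimulated maximal binding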
VLA-4_antagonist: inhibitors of LDV-FITC binding to Mn2+-activated VLA-4, primary screen, Jurkat cells. LDV-FITC binding with Mn2+, flow cytometry; 100% = Mn2+-driven binding gain fully reversed. inhibition, % at 10 µM (by protocol). 0.2% of 24,000 active;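 active means inhibition above 50%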;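 further: 0% = Mn2+ stimulated cells lacking compound and 100% = ligand binding without Mn2+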
Jurkat_autofluor: compound autofluorescence on Jurkat cells, primary screen, artefact control for VLA-4 allosteric ligand project, cell-based, flow cytometry. stronger effect = higher value; 1 = vehicle-only cell background. fluorescence ratio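 (tested at 10 µM compound in the well)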. 0.61% of 24,000 active. AID 576, 2007;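 active means fluorescence ratio above 2.44, which is 1 plus 3 SD of all ratios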;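 further: green fluorescence of cells measured with 488 nm excitation and 530 nm emission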
Prostate_diff: activators of LNCaP prostate cell differentiation, primary screen, flow cytometry side scatter. side scatter shift, % at 10 µM. 4 d. 0.56% of 24,000 active;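 active means side scatter shift above 30%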;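 further: androgen-responsive LNCaP prostate cancer cells in charcoal-stripped serum medium; percent of cells past a gate set so DMSO wells show 10% shift; higher shift means more granular cells and more differentiation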
Active calls of the source: *; & = joins results of further samples.

SMILES VLA-4_agonist VLA-4_antagonist Jurkat_autofluor Prostate_diff
CC[C@@H]1C(=O)OC[C@@H]1Cc1cncn1C 12&0 -21&-15 0.97&1 3&3

This is a subset (hit frequency here may not be typical).
